FID counter = compounds displacing fluorescent DNA intercalator, primary screen, artefact control for HCV NS3 helicase inhibitor project, biochemical, FID fluorescence | 290,000 compounds, 0.17% hits | inhibition, % at 7.9 µM | DNA fluorescent intercalator displacement; in the data active means inhibition above about 37%;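 further: 0% = vehicle and 100% = reference compound; higher means more ethidium bromide displaced from hairpin DNA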
PfM18AAP inh = PfM18AAP inhibitors, malaria aminopeptidase, primary screen, biochemical, QFRET, recombinant enzyme; H-Glu-NHMec fluorogenic cleavage; inhibition, % at 7.35 µM; 290,000 compounds, 1.2% hits; AID 1822, 2009;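 active means inhibition above the campaign mean inhibition over all tested compounds plus 3 SD, cut at about 28% in these data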;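 further: 0% = plate median of test compound wells and 100% = 2 mM ZnCl2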
HCV NS3 hel inh = inhibitors of HCV NS3 helicase, primary screen, biochemical, Cy5 molecular beacon fluorescence; Hepatitis C virus NS3 helicase; NS3 helicase DNA unwinding; inhibition, % at 10.9 µM; 290,000 compounds, 0.56% hits;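 active means inhibition above the mean of all tested compounds plus 3 SD, set per campaign, cut at about 35% in these data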;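 further: 0% = DMSO wells and 100% = thioflavine S control wells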
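Test system: hepatitis C virus NS3 helicase domain fragment enzyme. Also added: annealed dual-labelled DNA beacon duplex, ATP-started. Timing: 60 min unwinding reaction at 25 °C after ATP addition. Technique: Cy5 fluorescence. Measure: % inhibition of unwinding.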
NALP1 yeast inh = NALP1 inflammasome inhibitors in reconstituted yeast, colorimetric, S. cerevisiae, triplicate retest. 280,000 compounds, 0.61% hits. S. cerevisiae NALP1/ASC/caspase-1 growth, X-gal OD620, 72 h. inhibition, % at 10 µM. AID 2071, 2009; in the data active means inhibition mostly above about 24%, no sharp cut-off; inactive means mostly below about 32%; further: some compounds called inactive have numbers as strong as hits
IMP-1 inh = IMP-1 metallo-beta-lactamase inhibitors, primary screen, biochemical, epi-absorbance readout, Pseudomonas aeruginosa enzyme. metallo-beta-lactamase IMP-1 (Pseudomonas aeruginosa). 290,000 compounds, 0.45% hits. purified IMP-1, nitrocefin hydrolysis, epi-absorbance fluorescence. AID 1556, 2009. inhibition, % at 5.6 µM;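 active means inhibition above the mean plus 3 SD of all compounds in the same screening run, cut at about 4.5% in these data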;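 further: 0% = IMP-1 with DMSO and 100% = DMSO wells lacking enzyme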
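Test system: recombinant IMP-1 enzyme, purified / Medium: HEPES buffer pH 7.1 with ZnSO4 and Brij 35 / Doses: single dose, 5.6 µM / Times: 25 °C, 15 min preincubation, 25 min reaction / Detection: Epi-absorbance via hydrolysed-nitrocefin quenching of white-plate fluorescence, 480/530 nm, EDTA stop / Evaluation: percent inhibition from optical density relative to buffer-blank wells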
MEKK2wt PB1 HTS = modulators of MEK5 binding to wildtype MEKK2, primary screen, biochemical, multiplex bead flow cytometry, Alexa488-MEK5; binding response (% of control), % at 10 µM; 290,000 compounds, 1.1% hits; Alexa488-MEK5 binding to MEKK2 WT; actives lie on both sides; Mitogen-activated protein kinase kinase kinase 2 (Homo sapiens), Q9Y2U5; in the data active means binding response below about 67% or above about 130%
MEKK2 mut-MEK5 = MEK5 binding signal on mutant MEKK2 PB1, primary screen, biochemical, multiplex bead flow cytometry, Alexa488-MEK5. Alexa488-MEK5 binding to MEKK2 mutant. percent response, % at 10 µM. 290,000 compounds, 0.35% hits; in the data active means percent response above about 24%, passing the limit was not always enough; further: inactives centre near 1; some results filed as inactive read as strong as hits
SUMO HTRF inh = inhibitors of in vitro SUMOylation cascade, primary screen, biochemical, HTRF, uHTS; SUMO-conjugating enzyme UBC9 (Homo sapiens), P63279; HTRF SUMOylation assay, SAE1/SAE2 + UBC9; inhibition, % at 35 µM; 290,000 compounds, 0.36% hits; in the data active means inhibition above about 50%, passing the limit was not always enough; further: strong numbers were not always called active
Target sequence (P63279 whole entry, looked up): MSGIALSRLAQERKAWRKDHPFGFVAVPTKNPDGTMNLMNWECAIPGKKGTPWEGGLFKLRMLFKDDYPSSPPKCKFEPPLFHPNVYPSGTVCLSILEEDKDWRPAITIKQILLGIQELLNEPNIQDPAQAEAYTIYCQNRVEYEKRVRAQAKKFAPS
VIM-2 inh = VIM-2 metallo-beta-lactamase inhibitors, primary screen, biochemical, epi-absorbance readout, Pseudomonas aeruginosa enzyme; 290,000 compounds, 0.89% hits; purified VIM-2, nitrocefin hydrolysis, epi-absorbance fluorescence; inhibition, % at 5.6 µM;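 active means inhibition above the mean of all tested compounds plus 3 SD, cutoff set per screening run, cut at about 7.5% in these data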;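 further: red hydrolysis product quenches plate fluorescence so inhibitors raise well fluorescence; 0% = enzyme with DMSO and 100% = DMSO without enzyme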
The depositor's hits bear a star; . = no result given; [ ] = remark or other dose. This is a subset; count on the stated rates, not on these rows.

#	SMILES	IMP-1 inh	PfM18AAP inh	SUMO HTRF inh	MEKK2 mut-MEK5	MEKK2wt PB1 HTS
1	CCOC(=O)c1c(C)c(C(=O)N2CCC3(CC2)OCCO3)c(C)n1CC	-3.1	2	-19	1	98
2	CCCCCCOC(=O)c1ccccc1N	0.3	-2	-6	7	108
3	N#Cc1ccc(Cn2cc(C=O)c3ccccc32)cc1	0.7	0	9	4	116
4	CC1SC2(CN3CCC2CC3)NC1=O (stereo not given)	-2.0	2	19	5	108
5	C=CCn1c(O)c(Cc2ccc(OCC)cc2)c(=O)[nH]c1=O	-2.7	-3	-7	6	106
6	CCC(C)N1C(=O)/C(=C\c2ccc(N3CCCCCC3)cc2)C(=O)NC1=S (stereo not given)	-0.2	-1	21	51*	64
7	CCN1CCN(C(=O)COc2ccc3c(c2)C(=O)CC2(CCN(C(C)=O)CC2)O3)CC1	-2.2	5	24	3	98
8	C=CCN1C(=O)/C(=C/c2cc(C)n(-c3ccccn3)c2C)C(=O)NC1=S	0.5	0	10	-2	61*[inhibitor]
9	CC(Cc1ccccc1)NC(N)=O (stereo not given)	-3.2	-4	9	5	97
10	CCC(=NCc1ccc2c(c1)OCO2)c1c(O)n(C)c(=O)n(C)c1=O	-3.7	-2	12	2	102
11	CCOP(=O)(OCC)c1cc(C)c(O)c(C(C)(C)C)c1	-2.8	2	-1	2	101
12	CC(C)CN1CCN(Cc2ccc(F)cc2Cl)CC1CCO (stereo not given)	-0.2	-9	15	-2	96

#	NALP1 yeast inh	VIM-2 inh	FID counter	HCV NS3 hel inh
1	28	-2.4	-16	0
2	15	0.7	5	-6
3	4	-0.5	-6	-1
4	-2	-3.2	0	-2
5	1	-0.6	-9	8
6	-17	-2.7	-3	7
7	2	0.1	3	4
8	13	-1.3	-7	-4
9	15	-1.0	-4	-6
10	6	-1.5	-1	-7
11	-8	-3.6	-32	-2
12	.	-0.5	0	-8

4 structures out of the list, sorted by number of heavy atoms, low to high.
#	SMILES	IMP-1 inh	PfM18AAP inh	SUMO HTRF inh	MEKK2 mut-MEK5	MEKK2wt PB1 HTS
3	N#Cc1ccc(Cn2cc(C=O)c3ccccc32)cc1	0.7	0	9	4	116
12	CC(C)CN1CCN(Cc2ccc(F)cc2Cl)CC1CCO (stereo not given)	-0.2	-9	15	-2	96
8	C=CCN1C(=O)/C(=C/c2cc(C)n(-c3ccccn3)c2C)C(=O)NC1=S	0.5	0	10	-2	61*[inhibitor]
7	CCN1CCN(C(=O)COc2ccc3c(c2)C(=O)CC2(CCN(C(C)=O)CC2)O3)CC1	-2.2	5	24	3	98

#	NALP1 yeast inh	VIM-2 inh	FID counter	HCV NS3 hel inh
3	4	-0.5	-6	-1
12	.	-0.5	0	-8
8	13	-1.3	-7	-4
7	2	0.1	3	4

Remaining list, next part.
#	SMILES	IMP-1 inh	PfM18AAP inh	SUMO HTRF inh	MEKK2 mut-MEK5	MEKK2wt PB1 HTS
13	CC(C)c1ccc(NC(=O)CSc2nnc(OC(=O)N(C)C)n2C2CC2)cc1	0.5	-6	1	-4	97
14	COc1ccc(-n2c(/C=C/c3cccc(F)c3)nc3ccccc3c2=O)c(OC)c1	-1.6	-4	-10	-4	93
15	CN(C)CCCN=Cc1c(O)n(CCc2ccc(F)cc2)c(=O)[nH]c1=O	-0.5	-13	16	2	116
16	O=C(c1ccc(-c2ccccc2)cc1)C1CCCN(Cc2ccn[nH]2)C1 (stereo not given)	-2.4	-6	8	3	105
17	Cc1cc(O)c2c3c(c(=O)oc2c1)CCC(C)C3 (stereo not given)	-4.1	-2	10	17	109
18	CN1C(=O)N(C)C(=O)C2(Cc3cc([N+](=O)[O-])ccc3N(C)C2c2ccccc2)C1=O (stereo not given)	-3.1	-1	3	-1	96
19	O=P1(NCCCn2cc[n+](Cc3nc4ccccc4[nH]3)c2)C=C(c2ccccc2)OC(c2ccccc2)=C1	-2.1	1	-9	10	134
20	Cc1ccc(N2C(=O)NC(=O)/C(=C\C=C\c3ccco3)C2=O)cc1C	-0.3	12	30	-1	99
21	O=S(=O)(c1ccccc1)N1CCN2CCCC2C1 (stereo not given)	-3.7	-1	8	0	100
22	Cc1cccc(OCC(=O)N2CCN(Cc3ccc([N+](=O)[O-])cc3)CC2)c1	-1.4	2	-1	-15	79
23	CN1CCN(c2ccccc2N)CC1	-3.8	3	-2	11	126
24	COc1ccc(C2CN(C)CC2C(=O)c2ccc(C)cc2)cc1Cl (stereo not given)	-6.6	1	-4	-2	98

#	NALP1 yeast inh	VIM-2 inh	FID counter	HCV NS3 hel inh
13	-6	-1.7	-38	-3
14	4	-0.6	-12	-11
15	-3	0.4	6	-7
16	23	-2.9	24	-16
17	3	-1.4	1	6
18	9	-2.1	-4	-1
19	.	-2.1	24	-77
20	21	1.4	-17	38*
21	-8	-1.6	0	5
22	-26	-3.2	-8	-6
23	33	-1.6	2	-4
24	7	-5.0	10	-12

The list goes on:
#	SMILES	IMP-1 inh	PfM18AAP inh	SUMO HTRF inh	MEKK2 mut-MEK5	MEKK2wt PB1 HTS
25	CCOC(=O)CC1=C(C(=O)OCC)C2(C(=O)N1)C(C(=O)OC)=C(N)Oc1ccccc12 (stereo not given)	-0.5	-6	18	-7	89
26	CCCC1COC(Cn2cncn2)(c2ccc(Cl)cc2Cl)O1 (stereo not given)	-1.8	-3	13	1	106
27	COc1cc(/C=C/c2nc3ccccc3c(=O)n2-c2ccccc2O)ccc1O	1.9	-3	-9	2	98
28	CN1C(=O)NC(=O)/C(=C/c2ccc(C(=O)O)cc2)C1=O	-1.6	-14	25	0	99
29	OC1/C(=C/c2ccc(C(F)(F)F)cc2)N2CCC1CC2 (stereo not given)	-1.7	-3	-4	4	111
30	COc1ccccc1CN1CCN(Cc2ccc(Cl)cc2)CC1	-2.5	-8	3	1	108
31	CCC(C)NS(=O)(=O)c1ccc(OCC(=O)N2CCN(CC)CC2)cc1 (stereo not given)	-1.9	-4	27	5	105
32	O=C(Cn1cc(C(=O)c2ccccc2)c2ccccc21)NCc1ccco1	-4.2	6	-1	0	92
33	CC(=O)OC1C2CCC1C(N1CCCCC1)CC2 (stereo not given)	-2.1	-1	-5	4	101
34	COCc1cc(OC(=O)N(C)C)nc2c1c(C)nn2C	-2.6	-1	6	0	96
35	O=C(COc1ccc(Cl)cc1)N(c1ccc(Cl)cc1)C1CN2CCC1CC2 (stereo not given)	-1.1	2	7	16	136
36	CC(C)(C)C(=O)c1cn(Cc2ccccc2)c2ccccc12	-2.4	-4	-41	0	99

#	NALP1 yeast inh	VIM-2 inh	FID counter	HCV NS3 hel inh
25	7	-2.0	-11	2
26	22	-4.0	-21	4
27	4	2.0	-17	-11
28	.	-2.1	1	2
29	-20	-0.4	-1	-7
30	16	-3.5	23	2
31	0	-2.1	2	-2
32	7	0.0	-5	3
33	-18	-3.8	-1	7
34	-1	-4.0	-3	2
35	.	-2.4	1	-49
36	-29	-3.0	-18	-2

One compound at a time (already shown). Values in the order: IMP-1 inh, PfM18AAP inh, SUMO HTRF inh, MEKK2 mut-MEK5, MEKK2wt PB1 HTS, NALP1 yeast inh, VIM-2 inh, FID counter, HCV NS3 hel inh
`CN1C(=O)NC(=O)/C(=C/c2ccc(C(=O)O)cc2)C1=O` as listed: -1.6, -14, 25, 0, 99, ., -2.1, 1, 2
`O=C(COc1ccc(Cl)cc1)N(c1ccc(Cl)cc1)C1CN2CCC1CC2` (stereo not given) as listed: -1.1, 2, 7, 16, 136, ., -2.4, 1, -49

The list continues:
#	SMILES	IMP-1 inh	PfM18AAP inh	SUMO HTRF inh	MEKK2 mut-MEK5	MEKK2wt PB1 HTS
37	CCN(CC)S(=O)(=O)c1ccc(C(=O)NC2CN3CCC2CC3)cc1 (stereo not given)	-2.2	1	0	-1	102
38	Cc1c(C(c2ccc(F)cc2)c2c(O)c3ccccc3oc2=O)c(=O)n(-c2ccccc2)n1C (stereo not given)	-1.1	-6	-5	-2	96
39	CC(=C1C(=O)c2ccccc2C1=O)N1CCN(CCN=Cc2c(O)n(C)c(=O)n(C)c2=O)CC1	-1.9	-12	12	4	112
40	Cc1nc2cc(-c3cccc(F)c3)nn2c(C)c1CCC(=O)N1CCC2(CC1)OCCO2	-2.5	-3	28	1	102
41	C/C1=C\[C@@H](C)C/C=C/[C@H]2[C@@H]3O[C@]3(C)[C@@H](C)[C@H]3[C@H](Cc4c[nH]c5ccccc45)NC(=O)[C@]32C(=O)/C=C/C(=O)[C@@H]1O	-2.4	10	1	1	96
42	Cc1cccc(C(=O)Nc2ccc(Cl)cc2C(=O)c2ccccc2)c1	0.2	0	14	1	98
43	c1ccc2c(CNC3CCCCC3)c[nH]c2c1	-2.5	-12	7	10	109
44	O=P(c1ccccc1)(c1nc2ccccc2s1)N1CCOCC1 (stereo not given)	-4.4	0	16	-7	86
45	Cn1c(=O)cc(SCC(=O)N2CCC3(CC2)OCCO3)c2ccccc21	-1.5	-33	-21	3	105
46	CN(C)CCOC(=O)c1cn(Cc2ccccc2)c2ccccc12	-1.1	2	13	4	110
47	Cc1ccc(-n2c(O)c(C=NCc3cccnc3)c(=O)[nH]c2=O)cc1C	-1.5	1	8	-3	99

#	NALP1 yeast inh	VIM-2 inh	FID counter	HCV NS3 hel inh
37	20	-2.1	5	4
38	33	-1.4	-20	7
39	-5	4.2	-2	-1
40	6	-3.3	-11	4
41	5	-2.4	-51	11
42	29	2.3	3	12
43	14	-1.4	1	0
44	3	-5.2	-9	6
45	1	0.7	-22	-3
46	8	-1.8	21	-38
47	-10	-2.2	-5	8

Screens from PubChem BioAssay.
